FN deposition inh: inhibitors of fibronectin matrix deposition, primary screen, AH1F cells, Alexa488-fibronectin fluorescence, plate reader; inhibition, % at 12.6 µM; AH1F fibroblasts, overnight; 350,000 compounds, 0.086% hits;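 active = mean inhibition across replicates of 30% or more, regardless of how many single replicates reach that level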;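 also: positive control wells lacked labelled fibronectin entirely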
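Schedule: 1 h cell adhesion before compound, then overnight fibronectin incubation; test system: AH1F fibroblast monolayer depositing Alexa488-labelled fibronectin into matrix; quantity: 10000 AH1F cells per well; probe or stimulus: fluorescent fibronectin at 24 nM final; signal: fluorescence, ex 485 nm, em 525 nm; evaluation: percent inhibition as loss of matrix-bound fibronectin fluorescence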
LGR2 inh: inhibitors of bursicon-induced LGR2 CRE-luciferase signal, primary screen, cell-based, HEK293, CRE-luciferase reporter, bursicon stimulation | bursicon-stimulated, 4 h | 380,000 compounds, 0.35% hits | AID 720647, 2013 | Drosophila bursicon receptor LGR2 (rickets) | inhibition, % at 9.99 µM;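 active = drop in luminescence signal, shown as inhibition above about 50% in the replicate tests, limit read from the data, passing the limit was not always enough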;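 also: agonist challenge used bursicon conditioned medium at about half maximal strength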
PAX8 inh HTS: inhibitors of PAX8-driven TPO luciferase reporter, primary screen, RMG-I cells, single concentration | inhibition, % at 12.6 µM | AID 652154, 2013 | SteadyGlo, 24 h | 360,000 compounds, 1.2% hits;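 active = mean replicate inhibition at least 60% with every replicate also reaching 60%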;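 also: luciferase light reporting Pax8 driven TPO promoter activity; plate controls were median of neutral control wells for no effect and mitoxantrone controls for full effect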
* marks the source's active call; other numbers are inactive results.

[1] Cc1ccccc1Nc1nc(N)nc(CSc2nc3ccccc3s2)n1
[2] O=C(c1cc(-c2ccccn2)nc2c(Cl)cccc12)N1CCN(S(=O)(=O)c2ccccc2)CC1
[3] COC(=O)c1sc(S(=O)(=O)Nc2ccc(C)cc2)c(C(=O)OC)c1C
[4] CN1CCN(C(=S)SCC(=O)Nc2nc(-c3ccccc3)c(-c3ccccc3)o2)CC1
[5] COc1ccc(/C=C2\CCCC3C2=NC(=S)NC3c2ccc(OC)cc2)cc1 (configuration not stated)
compound no.	1	2	3	4	5
PAX8 inh HTS	6	39	-14	-1	-22
FN deposition inh	2	3	1	0	8
LGR2 inh	-10	-1	-7	-11	-14

[6] COc1ccc(-n2c(=S)[nH]c3cc(C(=O)Nc4ccccc4OC)ccc3c2=O)cc1
[7] Cc1ccccc1-c1nsc(SCC(=O)Nc2ccc3c(c2)OCO3)n1
[8] FC(F)Oc1ccccc1NC(=S)Nc1cccc(Cl)c1Cl
[9] O=C(NCCC1=CCCCC1)C(=O)NCC1OCCCN1S(=O)(=O)c1ccccc1 (configuration not stated)
[10] Cc1ccc(CNC(=O)Cn2c(=O)c3sccc3n(Cc3ccc([N+](=O)[O-])cc3)c2=O)cc1
compound no.	6	7	8	9	10
PAX8 inh HTS	-12	-14	18	11	22
FN deposition inh	-1	-3	4	7	-5
LGR2 inh	3	-10	15	13	11

[11] Cc1cc(C)cc(NC(=S)N2CCN(CCO)CC2)c1
[12] CCc1cc(C(c2ccc(OC)c(OC)c2)N2CCOCC2)c(NC(=O)c2ccccc2)s1 (configuration not stated)
[13] CC(C)NC(=S)N/N=C/c1cc(Br)ccc1O
[14] Cc1ccccc1/C=C/c1nc2ccccc2c(=O)n1Cc1ccccc1
[15] N#CCCn1nc(-c2ccc([N+](=O)[O-])cc2)cc1Nc1ccccc1NC(=O)C(F)(F)F
compound no.	11	12	13	14	15
PAX8 inh HTS	-33	0	2	12	14
FN deposition inh	0	8	11	9	20
LGR2 inh	7	8	-8	-13	14

[16] COc1ccc(CNC(=O)c2noc(C(C)C)c2[N+](=O)[O-])cc1
[17] CCn1cc(/C=N\NC(=O)c2ccc(Cl)cc2)cn1
[18] CC(=O)c1cccc(NC(=S)NC(=O)c2ccccc2)c1
[19] O=[N+]([O-])c1cc(C(F)(F)F)ccc1Sc1ccccn1
[20] COC(=O)c1ccccc1NC(=O)N1c2ccccc2Sc2ccccc21
compound no.	16	17	18	19	20
PAX8 inh HTS	-4	6	-272	0	4
FN deposition inh	3	-2	-7	-4	4
LGR2 inh	-6	-1	-50	16	22

[21] CCOC(=S)SCC(=O)N1CCc2cc(OC)c(OC)cc2C1C1C(=O)CC(C)(C)CC1=O (configuration not stated)
[22] Cc1cc(Br)c(OCc2ccc(C(=O)N/N=C3\CC4CC=CC34)cc2)c(Br)c1 (configuration not stated)
[23] Cc1ccc(/C=N/NC(=O)CSc2nc3ccccc3n2Cc2ccccc2)o1
[24] N/C(=N\S(=O)(=O)c1ccccc1)c1ccc([N+](=O)[O-])cc1
[25] Fc1ccccc1NC(=S)Nc1ccc(Br)cc1
compound no.	21	22	23	24	25
PAX8 inh HTS	4	-10	8	4	-33
FN deposition inh	-5	-10	-6	-17	-4
LGR2 inh	17	-8	-1	13	36

[26] COC(=O)c1c(NC(=O)C2C3CCC(O3)C2C(=O)O)sc2c1CCCCCC2 (configuration not stated)
[27] Cc1ccc(C(=O)OC/C(O)=C(\C#N)c2nc3ccccc3[nH]2)cc1S(=O)(=O)N1CCOCC1
[28] Cc1nnc(NC(=O)/C=C/c2ccco2)s1
[29] COc1ccc(S(=O)(=O)N2CC(O)CC2C(=O)OCc2nc3sc(C)c(C)c3c(=O)[nH]2)cc1 (configuration not stated)
[30] O=C(Nc1ccc(O)c(-c2nc3ccccc3o2)c1)C1(c2ccc(Br)cc2)CCCC1
compound no.	26	27	28	29	30
PAX8 inh HTS	-22	1	-33	-9	6
FN deposition inh	13	2	3	0	9
LGR2 inh	-15	-18	-18	30	7

[31] Cc1ccc(C)c(NC(=O)COC(=O)CCCN=C2NS(=O)(=O)c3ccccc32)c1
[32] Cc1ccc(C(=O)NCCc2nnc3ccc(SCC(=O)Nc4ccccc4C)nn23)cc1
[33] Cc1ccc(C(C(=O)NCC2CCCO2)N(Cc2ccccc2)C(=O)c2ccc(-c3ccccc3)[nH]2)o1 (configuration not stated)
[34] COc1ccc(NC(=O)c2ccc3ccccc3n2)cc1S(=O)(=O)N1CCCCC1
[35] CC(C)CC(=O)Nc1ccc(N2CCN(S(C)(=O)=O)CC2)cc1
compound no.	31	32	33	34	35
PAX8 inh HTS	-4	15	9	-20	6
FN deposition inh	-1	-7	14	-1	2
LGR2 inh	13	7	24	-31	-7

[36] COc1ccc(CC(=O)Nc2ccc(C(=O)Nc3ccccc3C(=O)O)cc2)cc1OC
[37] Cc1ccccc1Nc1nnc(SCC(=O)c2cc3ccccc3o2)s1
[38] OCCn1c(-c2ccccc2)csc1=Nc1ccccc1
[39] CC(=O)Nc1ccc(NC(=O)C(C)OC(=O)CNC(=O)c2sc3ccccc3c2Cl)cc1 (configuration not stated)
[40] CCN1C(=O)C(C(=O)NC(C)c2ccccc2)C2CC1(C)Oc1ccccc12 (configuration not stated)
compound no.	36	37	38	39	40
PAX8 inh HTS	4	1	-15	-6	-9
FN deposition inh	-5	-7	5	-14	-1
LGR2 inh	-9	-2	-38	14	-1

[41] CN(C)S(=O)(=O)c1ccc(C(=O)NC(=O)CSc2ccccc2)cc1
[42] COCCNC(=O)c1ccc(C(=O)C(=O)c2ccccc2)cc1
[43] CC(=O)N1CCN(C(=S)c2ccc(Cl)cc2)CC1
[44] CCCCN1C(=O)c2ccc(C(=O)Nc3ccc(S(=O)(=O)N(C)C)cc3)cc2C1=O
[45] COc1nc(NCCO)nc(Nc2ccc([N+](=O)[O-])cc2)n1
compound no.	41	42	43	44	45
PAX8 inh HTS	9	-3	21	-7	8
FN deposition inh	-7	-2	7	-5	-4
LGR2 inh	20	-4	-5	22	-8

[46] Cc1ccc(C(=O)NC(NCc2ccco2)C(Cl)(Cl)Cl)cc1 (configuration not stated)
[47] COc1nc(Cl)cn(-c2ccc(C)cc2)c1=O
[48] N=c1n(CCc2ccccc2)c2ccccc2n1Cc1ccccc1F
[49] Cc1ccccc1NC(=O)CSc1nc(N)c2c3c(sc2n1)CSC(C)(C)C3
[50] COc1ccccc1NS(=O)(=O)c1cccc(NC(=O)NC2CCCCC2)c1
compound no.	46	47	48	49	50
PAX8 inh HTS	0	-12	9	19	23
FN deposition inh	-2	9	-3	4	-6
LGR2 inh	-2	-4	0	-3	27

[51] C/C(=N\N1CCN(c2ccc(Cl)cc2)CC1)c1cccs1
[52] Cc1ccc(-c2nnc(SCC(=O)N/N=C/c3cccs3)n2-c2ccc(C)cc2)cc1
[53] COc1cccc(/C=C/C(=O)OCC(=O)NCC2CCCO2)c1OC (configuration not stated)
[54] O=C(CNC(=O)c1ccccc1F)OCC(=O)N1CCCc2ccccc21
[55] COc1ccc(-n2c(C)cc(C(=O)CN3C(=O)c4ccccc4C3=O)c2C)cc1
compound no.	51	52	53	54	55
PAX8 inh HTS	9	-3	2	9	-52
FN deposition inh	6	0	-1	8	1
LGR2 inh	7	0	-14	9	-21

[56] O=C(COC(=O)/C=C/c1ccc(Cl)cc1Cl)NCCC1=CCCCC1
[57] CCCCOC(=O)/C=C/c1ccc(OC(=O)OC)c(OC(=O)OC)c1
[58] Cc1cccc(-n2ccnc2SCC(=O)N2CCCc3ccccc32)c1C
[59] O=C(COC(=O)c1ccccc1C(=O)c1ccccc1)Nc1ccc(SC(F)F)cc1
[60] CC(/C=C/c1ccc2c(c1)OCO2)=N/NC(=O)c1ccc(C)nc1
compound no.	56	57	58	59	60
PAX8 inh HTS	12	-77	1	-16	22
FN deposition inh	-9	6	5	-2	-6
LGR2 inh	12	-32	19	-16	17

[61] CC(C)CNC(=O)CC(=O)N/N=C/c1cccs1
[62] CN1/C(=C/C(=O)c2ccc(Cl)cc2)Sc2cc3c(cc21)OCO3
[63] Cc1onc(-c2ccccc2)c1C(=O)NC(=S)NNC(=O)c1ccc(O)cc1O
[64] CC(C)CC(=O)Nc1ccc2nn(-c3ccccc3)nc2c1
[65] COc1ccc(C2CC(c3ccccc3)=NN2S(=O)(=O)c2ccc(C)cc2)c(OC)c1 (configuration not stated)
compound no.	61	62	63	64	65
PAX8 inh HTS	7	-66	86*	-102	20
FN deposition inh	2	-5	1	-3	-5
LGR2 inh	27	-51	11	-83	3

[66] COC(=O)C1=C(NC(=O)CCCCl)CCS1
[67] CCC(C)(C(=O)Nc1ccccc1C)N(C(=O)CNC(C)=O)c1ccccc1C (configuration not stated)
[68] CC(NS(=O)(=O)c1ccc(CCC(=O)NCc2ccco2)cc1)c1ccccc1 (configuration not stated)
[69] COC(=O)c1ccccc1C(=O)N1CCOCCN(C(=O)c2ccccc2C(=O)OC)CCOCC1
[70] Cn1cnc(S(=O)(=O)NCc2ccccc2)c1
compound no.	66	67	68	69	70
PAX8 inh HTS	14	-8	3	-7	3
FN deposition inh	10	-1	2	-2	7
LGR2 inh	-4	14	-6	-8	13

[71] CC(C)CCC(O)(CCC(C)C)C(=O)NN1CCCCC1
[72] O=C(N/N=C/c1ccc(Br)o1)c1ccc2c(c1)OCCO2
[73] O=C(Nc1ccn(Cc2ccccc2)n1)c1cccc(Cn2cc([N+](=O)[O-])cn2)c1
[74] COc1ccc(-c2cn3cccnc3n2)cc1NC(=O)c1cccs1
[75] CN1/C(=C\C(=S)NC(=O)c2ccc([N+](=O)[O-])cc2)C(C)(C)c2ccccc21
compound no.	71	72	73	74	75
PAX8 inh HTS	4	-128	0	-38	22
FN deposition inh	3	0	-4	-9	-4
LGR2 inh	-12	-14	-14	1	12

[76] CCN(CC)S(=O)(=O)c1ccc(C(=O)OCC(=O)Nc2sc3c(c2C#N)CCCCC3)cc1
[77] N#CCCS(=O)(=O)c1ccc(N)cc1
[78] CCN1C(=O)/C(=C\C=C2/C=CC=CN2CC)SC1=S
[79] CN1CCc2nc3ccc(Cl)cc3c(-c3ccccc3Cl)c2C1
[80] Cc1ccc(NC(=O)[C@@H]2CCCN2S(=O)(=O)c2ccccc2C(F)(F)F)cc1S(=O)(=O)N1CCOCC1
compound no.	76	77	78	79	80
PAX8 inh HTS	0	-24	-3	9	-8
FN deposition inh	3	-1	2	5	-4
LGR2 inh	-5	-5	7	4	4

Four entries already listed, sorted by SMILES length, smallest number first:
[78] CCN1C(=O)/C(=C\C=C2/C=CC=CN2CC)SC1=S
[79] CN1CCc2nc3ccc(Cl)cc3c(-c3ccccc3Cl)c2C1
[76] CCN(CC)S(=O)(=O)c1ccc(C(=O)OCC(=O)Nc2sc3c(c2C#N)CCCCC3)cc1
[80] Cc1ccc(NC(=O)[C@@H]2CCCN2S(=O)(=O)c2ccccc2C(F)(F)F)cc1S(=O)(=O)N1CCOCC1
compound no.	78	79	76	80
PAX8 inh HTS	-3	9	0	-8
FN deposition inh	2	5	3	-4
LGR2 inh	7	4	-5	4

(next part)
[81] CC(NC(c1ccccc1)c1ccccc1)C(=O)N1CCCc2ccccc21 (configuration not stated)
[82] CCCCCC(=O)Nc1ccc2ccccc2c1
[83] OCC(Cc1ccccc1)Nc1c2ccccc2nc2ccccc12 (configuration not stated)
[84] COC(=O)c1c(NC(=O)COC(=O)[C@@H](NS(=O)(=O)c2ccc(C)cc2)C(C)C)sc2c1CCC2
[85] O=C(Nc1ccc(S(=O)(=O)Nc2ncccn2)cc1)c1cncc(Br)c1
compound no.	81	82	83	84	85
PAX8 inh HTS	30	-32	-19	12	-20
FN deposition inh	6	-6	-6	0	6
LGR2 inh	5	-72	-4	13	-20

[86] COc1ccc(C(=O)NNC(=O)c2ccccc2[N+](=O)[O-])cc1
[87] COc1ccc(C(=O)NC(NC(=O)c2ccc(OC)c(OC)c2)c2ccccc2F)cc1OC
[88] CC(C)CNC(=O)COC(=O)/C=C/c1ccco1
[89] CC(=O)Nc1ccc(OCC(O)Cn2c3ccccc3c3ccccc32)cc1 (configuration not stated)
[90] C#CCN1C(=O)S/C(=C\c2ccc(N3CCOCC3)cc2C)C1=O
[91] COC(=O)c1c(NC(=O)C2COc3ccccc3O2)sc2c1CCN(C(C)=O)C2 (configuration not stated)
compound no.	86	87	88	89	90	91
PAX8 inh HTS	-17	-9	-10	5	-222	4
FN deposition inh	5	2	3	8	-4	8
LGR2 inh	-6	9	5	1	-50	17

An excerpt; the hit share may differ from the screen's.
